STK33 kinase inh – inhibitors of purified STK33 kinase, primary screen, biochemical, ADP-Glo luminescence, homogeneous, cell-free | Serine/threonine-protein kinase 33 (Homo sapiens), Q9BYT3 | MBP phosphorylation | AID 2661, 2010 | 320,000 tested, 0.073% active | inhibition, % at 10 µM;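 active means inhibition at or above 25%, using the most active replicate where run in duplicate; inactive means inhibition below 25%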
Target sequence (Q9BYT3 whole entry, looked up): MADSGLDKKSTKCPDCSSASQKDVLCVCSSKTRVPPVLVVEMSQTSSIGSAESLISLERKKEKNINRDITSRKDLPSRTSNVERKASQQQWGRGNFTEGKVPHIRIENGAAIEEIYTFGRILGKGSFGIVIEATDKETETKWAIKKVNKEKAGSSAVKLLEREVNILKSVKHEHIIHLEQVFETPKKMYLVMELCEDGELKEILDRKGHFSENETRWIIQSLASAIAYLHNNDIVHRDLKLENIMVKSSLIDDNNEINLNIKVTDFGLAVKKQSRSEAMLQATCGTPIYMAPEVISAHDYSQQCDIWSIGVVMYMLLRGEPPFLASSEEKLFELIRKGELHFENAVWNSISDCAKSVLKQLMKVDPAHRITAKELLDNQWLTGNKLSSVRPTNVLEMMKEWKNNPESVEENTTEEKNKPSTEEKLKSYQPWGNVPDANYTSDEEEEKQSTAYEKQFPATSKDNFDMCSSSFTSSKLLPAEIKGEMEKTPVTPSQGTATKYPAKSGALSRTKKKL
Kir21 inh – inhibitors of mouse Kir2.1 inward-rectifier potassium channel; HEK293-Kir2.1, FluxOR thallium flux fluorescence; stronger effect = lower value; B-score at 10 µM; Inward rectifier potassium channel 2 (Mus musculus), P35561; AID 1672, 2009; 310,000 tested, 0.85% active;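 active means fluorescence ratio B-score at or below minus 3 SD of library scores, with starting-brightness B-score within 2 SD, cut at about -4.2 in these data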;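 further: channel flux triggered by added potassium and thallium sulfate stimulus; B-score of peak minus minimum fluorescence over baseline after thallium stimulus; more negative B-score means stronger Kir2.1 block with less thallium influx; some compounds called inactive have numbers as strong as hits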
Target sequence (P35561 whole entry, looked up): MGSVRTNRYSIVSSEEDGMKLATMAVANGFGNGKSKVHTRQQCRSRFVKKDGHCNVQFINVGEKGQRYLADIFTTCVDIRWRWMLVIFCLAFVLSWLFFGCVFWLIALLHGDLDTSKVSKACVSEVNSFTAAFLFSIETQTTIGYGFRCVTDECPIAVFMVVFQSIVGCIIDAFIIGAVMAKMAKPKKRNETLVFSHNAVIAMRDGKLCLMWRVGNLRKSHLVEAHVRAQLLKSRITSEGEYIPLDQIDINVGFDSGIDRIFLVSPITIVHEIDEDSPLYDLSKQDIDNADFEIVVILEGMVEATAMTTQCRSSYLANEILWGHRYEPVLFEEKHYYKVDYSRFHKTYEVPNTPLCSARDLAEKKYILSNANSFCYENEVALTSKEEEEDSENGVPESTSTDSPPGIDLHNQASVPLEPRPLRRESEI
* marks the source's active call; other numbers are inactive results; . = not tested or not shown. The order is random. Share with any hit: about 0.84%.

The opening 5 compounds, ahead of the listing:
SMILES | STK33 kinase inh | Kir21 inh
CCn1c(SCC(=O)N/N=C/c2c[nH]c3ccccc23)nnc1-c1ccc(C)cc1 | -1.4 | -0.15
N#Cc1ccc(COC(=O)CC(NC(N)=O)c2ccc(Cl)cc2)cc1 (stereo not given) | -0.9 | 0.14
COc1ccccc1C(c1c(O)nc(SC)[nH]c1=O)c1c(O)nc(SC)[nH]c1=O | -2.0 | 0.01
O=c1cc2[nH]c3ccccc3c(=O)n2nc1-c1ccccc1 | -5.0 | -0.02
COC(=O)C(CC(C)C)NC(=O)C(Cc1ccccc1)NC(=O)C1CCCN1C(=O)OC(C)(C)C (stereo not given) | -0.8 | -1.9

All compounds of this part, from the start:
SMILES | STK33 kinase inh | Kir21 inh
CCn1c(SCC(=O)N/N=C/c2c[nH]c3ccccc23)nnc1-c1ccc(C)cc1 | -1.4 | -0.15
N#Cc1ccc(COC(=O)CC(NC(N)=O)c2ccc(Cl)cc2)cc1 (stereo not given) | -0.9 | 0.14
COc1ccccc1C(c1c(O)nc(SC)[nH]c1=O)c1c(O)nc(SC)[nH]c1=O | -2.0 | 0.01
O=c1cc2[nH]c3ccccc3c(=O)n2nc1-c1ccccc1 | -5.0 | -0.02
COC(=O)C(CC(C)C)NC(=O)C(Cc1ccccc1)NC(=O)C1CCCN1C(=O)OC(C)(C)C (stereo not given) | -0.8 | -1.9
CCCCC(=O)Nc1ccc(NC(=O)c2ccc([N+](=O)[O-])cc2)cc1OC | -3.7 | 0.91
C1=C(CCNCC2CCCCC2)CCCC1 | -1.8 | 0.2
CCOC(=O)c1c(C)nc2cc(C)ccn12 | -0.1 | 0.4
Nc1c(C(O)(C(F)(F)F)C(F)(F)F)ccc2ccccc12 | . | -0.31
Cc1n[nH]c(C)c1CCC(=O)N/N=C/c1cccc([N+](=O)[O-])c1 | -0.8 | -0.03
Cc1onc(-c2c(F)cccc2Cl)c1-c1nnc(-c2cccc3ccccc23)o1 | -1.8 | 0.4
COc1cccc(-c2nn3c(-c4cc(C)[nH]n4)nnc3s2)c1 | -0.1 | -1.7
COc1ccc(-c2nnc(NC(=O)CSc3ccc(C)cc3)s2)cc1OC | -2.0 | 1
Cc1onc(-c2ccccc2)c1C(=O)Nc1cccc(S(=O)(=O)N2CCCCC2)c1 | -1.8 | .
CC1CCC(NC(=O)C2CCC(CNc3c(N4CCCCC4)c(=O)c3=O)CC2)CC1 (stereo not given) | -0.6 | -0.14
O=[N+]([O-])c1ccc(N2CCN(Cc3ccc(Br)o3)CC2)cc1 | -1.2 | 0.87
O=C1CN(C(=O)COC(=O)c2ccc([N+](=O)[O-])o2)c2ccccc2N1 | 0.2 | .
C[N+]1(CC(=O)OCCCc2ccccc2)CCCC1 | -1.1 | 0.79
Cn1cnnc1SCC(=O)N1N=C2/C(=C/c3ccco3)CCCC2C1c1ccco1 (stereo not given) | 0.0 | -0.07
COc1cc(NC(=O)NNC(=O)c2cc3occc3n2C)cc(OC)c1OC | 0.2 | -0.43
Cc1ccc(NC(=O)c2ccc(CSc3ccccn3)cc2)c(O)c1 | -1.5 | 1.6
CCN(CC)S(=O)(=O)c1cccc(C(=O)N[C@H](C(=O)OCC(N)=O)C(C)C)c1 | 0.3 | 0.51
CN(C)CCCNc1oc(/C=C/c2cccs2)nc1S(=O)(=O)c1ccccc1 | 0.0 | -2.3
CN1CCN(/C(=N\S(=O)(=O)c2ccc(F)cc2)c2ccccc2)CC1 | -0.4 | -0.66
CN(CC(=O)Nc1ccc(OC(F)(F)F)cc1)C(=O)c1ccc(N2CCCC2=O)cc1 | -2.2 | .
COc1ccc(-c2cc(C(=O)Nc3ccccc3F)on2)cc1 | -0.9 | -1.7
O=C(C1CCC(CNc2nc(=S)[nH]c3ccccc23)CC1)N1CCN(c2ccccn2)CC1 (stereo not given) | -1.4 | -0.42
CN(C)/C=C(\C=O)c1onc(-c2ccccc2Cl)c1C#N | 1.9 | 1.6
COc1cccc(N(C(=O)C2CSC(=O)C2)C(C(=O)NC(C)(C)C)c2ccncc2)c1 (stereo not given) | -1.3 | 0.01
CCOc1ccc(S(=O)(=O)N2CCC(C(=O)NC3CC3)CC2)cc1C | -0.9 | 1.2
C=CC[C@@H](CC(=O)N[C@H](CO)Cc1ccccc1)C(=O)NC[C@H](OC(=O)[C@@H](CC=C)Cc1ccc(F)cc1)c1ccccc1 | 0.2 | .
Cc1cccc(Cl)c1OCCCn1ccnc1 | 1.0 | 0.02
CC(=O)NC(CC(=O)OCC(=O)N1CCN(S(=O)(=O)c2ccc(Cl)cc2)CC1)c1ccccc1 (stereo not given) | -1.0 | -0.16
Cc1ccc(NC(=O)COc2ccc3c(c2)CCC3)nc1 | -0.1 | 0.04
C=CCNc1nc(C(=O)OCC(=O)Nc2ccccc2C(F)(F)F)cs1 | 0.9 | .
Cc1ccc(NC(=O)CCN2C(=O)C3C4CCC(C4)C3C2=O)cc1[N+](=O)[O-] (stereo not given) | 0.3 | -0.31
Cc1cccc(N2C(=O)c3cccc4cccc(c34)C2=O)c1 | 0.7 | 2
COc1ccc(C(=O)NC(C)(C)C)cc1S(=O)(=O)N1CCCC1 | -0.6 | 0.05
CCOc1ccccc1C1N(c2ccc(OC)cc2)C(=O)C2CCCN21 (stereo not given) | -0.6 | -0.5
CCOc1ccccc1Nc1nc(-c2sc(NC(=O)c3ccco3)nc2C)cs1 | 0.5 | 0.06
C=CC[C@@H](CC(=O)N[C@H](CO)Cc1ccccc1)C(=O)NCCOC(=O)[C@@H](CC=C)Cc1ccc(F)cc1 | 0.1 | .
O=C(NNC(=O)c1cccc(Br)c1)C(=O)N1CCCCC1 | -0.4 | -0.04
Cc1c(C)n2c(SCC(=O)Nc3ccc4c(c3)OCCO4)nnc2[nH]c1=O | . | -2.4
CC(=O)c1cc2c(cc1NC(=O)C1CC1)OCO2 | 4.7 | -0.11
COc1ccc(CNC(=O)c2cccnc2Sc2ccc(Cl)cc2)cc1 | -0.6 | -1.3
CC1CCCCN1Cc1c(O)ccc2c(=O)c(-c3ccc(Cl)cc3Cl)coc12 (stereo not given) | -1.9 | 0.07
Cc1ccc(-c2cc(C(=O)n3cnc4ccccc43)c3ccccc3n2)cc1C | 0.3 | -0.03
CC(C)N(Cc1ccc(F)cc1)C(=O)c1cc2ccccc2oc1=O | -1.0 | 0.87
Fc1ccc(CN2CCCCCCC2)cc1F | 0.2 | 0.15
Cc1ccc(C(=O)N/N=C/c2ccc(N3CCOCC3)cc2)c(C)c1 | 0.2 | 0.01
O=C(/C=C/c1ccccc1[N+](=O)[O-])NCc1ccncc1 | -1.9 | -0.96
O=C(C[C@H]1C/C=C\C[C@H](Cc2ccc(F)cc2)C(=O)OC[C@@H]2CCCN2C1=O)N[C@H](CO)Cc1ccccc1 | 0.5 | .
CCN(CC(=O)Nc1ccccc1C(F)(F)F)C(=O)c1ccccc1SCC(=O)N1CCCC1 | 1.0 | -1.2
Cc1nnc(-n2ncc(C#N)c2N)c2nn(-c3cccc(Cl)c3)c(C)c12 | -3.2 | -1.1
CCOC(=O)C1CCCN(C(=O)C2CCN(S(=O)(=O)c3ccc4ccccc4c3)CC2)C1 (stereo not given) | 0.9 | 0.38
COc1ccc(N(Cc2ccccc2)S(=O)(=O)c2cccc(C(=O)Nc3ccccn3)c2)cc1 | 0.4 | .
CC(C)C1Cc2c(C#N)c(N)n(C)c(=S)c2CO1 (stereo not given) | 1.7 | -0.14
COc1ccc(C)cc1NC(=O)CCNS(=O)(=O)c1cccc2nonc12 | 0.6 | -0.4
CCOP(=O)(OCC)C(Nc1ccc(C(=O)O)cc1)c1ccccc1 (stereo not given) | 0.2 | 0.81
COc1ccc(/C=C2\SC(=S)N(CCC(=O)N(CCO)c3ccccc3)C2=O)cc1OC | 0.7 | -1.6

Single records (already shown).
Results for COc1ccc(N(Cc2ccccc2)S(=O)(=O)c2cccc(C(=O)Nc3ccccn3)c2)cc1 → STK33 kinase inh: 0.4; Kir21 inh: .
Results for CC(C)C1Cc2c(C#N)c(N)n(C)c(=S)c2CO1 (stereo not given) → STK33 kinase inh: 1.7; Kir21 inh: -0.14
Results for CC1CCCCN1Cc1c(O)ccc2c(=O)c(-c3ccc(Cl)cc3Cl)coc12 (stereo not given) → STK33 kinase inh: -1.9; Kir21 inh: 0.07

Going on with the list.
SMILES | STK33 kinase inh | Kir21 inh
CC(C)(C)c1cnnn1-c1ccc(C(=O)CCl)cc1 | 0.5 | -6.5*
CN1CCN(CCCNC(=O)c2ccc3c(Cl)c4c(nc3c2)CCCC4)CC1 | -0.6 | -1.3
O=C(CSCc1ccc(Br)cc1)N1CCCC1 | -0.3 | 0.06
CC(=O)N(C(C)=O)N1C(=O)C2C3c4ccccc4C(c4ccccc43)C2C1=O (stereo not given) | -1.0 | -0.48
CSc1ccc(NC(=O)Nc2cc(C)ccn2)cc1 | -0.5 | -0.06
CCOC(=O)c1cnc2c(-c3ccccc3OC)c(C)nn2c1C | . | 0.23
Cc1cc(CN(C)C(=O)c2ccc3nc(Cc4ccccc4F)oc3c2)n[nH]1 | 0.4 | 0.42
O=C(Nc1ccccc1)c1ccc(NCC2CCCO2)c(S(=O)(=O)N2CCOCC2)c1 (stereo not given) | -0.6 | 1.3
COc1ccc2[nH]c(=O)c3c(c2c1)OC(C)(C)C=C3 | 11 | 1.3
Cc1ccccc1C(=O)Nc1ccc(S(=O)(=O)N2CCCC2)cc1 | 0.7 | 1.2
COc1ccc(C(C(=O)NC2CCCC2)N(C(=O)c2ccco2)c2ccccc2OC)cc1 (stereo not given) | 3.3 | 0.44
CC(=O)NC(Cc1ccccc1F)C(=O)NC1CCN(c2ncccc2[N+](=O)[O-])CC1 (stereo not given) | -0.7 | 1.8
COc1ccc(C2=NOC(C(=O)NCc3ccccn3)C2)cc1 (stereo not given) | -1.2 | 1.2
O=C(Cc1cnc2ncnn2c1)N1CCc2c([nH]c3ccccc23)C1c1ccccn1 (stereo not given) | -1.0 | -1.2
CS(=O)(=O)Nc1ccc(S(=O)(=O)NCCc2ccccc2)cc1 | -2.4 | 1.1
Cc1c(Cl)cccc1NC(=S)NC1CC1 | 0.0 | -1.5
Cc1[nH]c2ccccc2c1/C=C(\C#N)C(=O)NCc1ccccc1 | 0.5 | -3.8
c1ccc(-c2nc(N3CCOCC3)cc(N3CCOCC3)n2)cc1 | 0.9 | 2.4
O=C(NNS(=O)(=O)c1ccccc1C(F)(F)F)c1cccc(S(=O)(=O)Nc2ccccc2Cl)c1 | -1.5 | 1.1
CCOC(=O)CCn1c(=O)c2c(nc(Br)n2Cc2ccccc2)n(C)c1=O | 1.3 | -0.38
C/C(CC(=O)NC1CCCCC1)=N\NC(=O)Cc1ccc(-c2ccccc2)cc1 | -0.9 | -1.1
Oc1cccc(/C=N/Nc2ncnc3c2ncn3Cc2ccccc2)c1 | 0.8 | 3.1
CCOC(=O)C1C(c2ccc(O)c(OC)c2)NC(=S)NC1(O)C(F)(F)F (stereo not given) | -0.5 | 1.5
Cc1onc(-c2ccccc2)c1C(O)c1ccc(F)cc1 (stereo not given) | 0.3 | -4.2
O=c1[nH]cnc2c1ncn2[C@@H]1O[C@H](CO)[C@@H](O)[C@H]1O | . | -0.26
COc1ccc(-c2nc(CN(Cc3cnn(C)c3)C(C)C)c(C)o2)c(OC)c1 | -0.9 | -0.34
CC(=O)Nc1ccc2oc(-c3cc(F)c(F)cc3Cl)nc2c1 | 0.8 | -0.48
COc1ccc(NC(=O)c2ccc3c(SCC(=O)O)c4c(nc3c2)CCCC4)c(OC)c1 | -0.6 | 0.98
CCOC(=O)C(C(=O)OCC)C(=O)c1cc(OC)c(OC)c(OC)c1 | -0.1 | 0.15
COc1cccc(OCc2cc(C(=O)N3CCN(c4ccccc4O)CC3)no2)c1 | -0.1 | 0.76
CN(CCNC(=O)c1ccc(N2CCCC2=O)cc1)CCc1ccccc1 | -2.6 | 0.01
COc1ccc(OC)c(NC(=O)CC2SC(=N)N(c3ccccc3)C2=O)c1 (stereo not given) | 0.6 | -1.3
Cc1ccc(NC(=O)CCNS(=O)(=O)c2cccc3nsnc23)cc1 | -2.3 | -0.11
COc1ccc(C(=O)C2CCCCC2=O)cc1 (stereo not given) | -0.2 | -1.1
Cc1nn(Cc2ccc(Cl)cc2)c(C)c1NC(=O)C(c1ccccc1)c1ccccc1 | 0.4 | -1.1
COc1ccc(-c2nn(C)c(=O)c3ccccc23)cc1CNC(=O)C1CCCCC1 | 0.4 | 0.1
CCOCCn1c(-c2ccc(OC)cc2)nc2ccccc21 | -0.8 | 0.11
CC(C)(C)C(=O)Nc1ccnn1C1CCN(C(=O)c2cccc(Cl)c2)CC1 | -1.2 | -1.4
COc1cc(/C(C)=N/NC(=S)NC(C)C)cc(OC)c1OC | 0.9 | -1.5
COc1ccc(C(=O)NCCS(=O)(=O)NCc2cccs2)cc1 | -0.2 | 0.72
Cn1ccnc1SCC(=O)Nc1ccc2nc(SCC(=O)NC3CC3)sc2c1 | 0.6 | -0.81
O=C(NCc1ccc(Cl)cc1)C(=O)NCC1OCCN1S(=O)(=O)c1cc(F)ccc1F (stereo not given) | -0.5 | 0.05
CCOC(=O)c1nn(-c2ccc3c(c2)OCO3)cc1O | -0.3 | -1
COc1ccc2c(c1)C(c1ccc(N3CCOCC3)cc1)=NNC(c1cccnc1)=N2 | -0.8 | -0.96
COc1ccc(CCn2c(=N)c(S(=O)(=O)c3ccc(C)cc3)cc3c(=O)n4ccccc4nc32)cc1 | -2.3 | 0.42
O=C(CCc1nc2ccccc2c(=O)[nH]1)NNC(=O)c1ccc(Cl)cc1 | -0.6 | -0.63
